Myeloid diff 2: promotes myeloid progenitor differentiation. 360,000 compounds, 1% hits. calls only at 10 µM. ER-HoxA9 myeloid progenitors, lysozyme-GFP differentiation, flow cytometry;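 active = normalized GFP-positive differentiation at or above the plate's own cutoff, the solvent-only control mean plus 3 SD; inconclusive = no clear call, values can overlap the other calls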;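 note: cells exposed to compound for four days before flow analysis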
human PMI inhibitors: MPI inhibition at elevated mannose 6-phosphate – biochemical, fluorescence intensity, high mannose 6-phosphate, primary screen (AID 1220) | one-dose inhibition, % at 20 µM; IC50 in µM for titrated hits | recombinant PMI enzyme, coupled fluorescence intensity; higher % means a stronger effect | 190,000 compounds, 0.66% hits
K1F lysis inhibition: protection from phage-mediated lysis, alamar blue read-out – E. coli UTI89, K1F phage, bacterial capsule biogenesis inhibitors (AID 488966); inhibition, % at 100 µM; hits with a dose series show IC50 in µM; E. coli UTI89 K1F phage lysis, alamar blue, 2 h; higher % means a stronger effect; 340,000 compounds, 0.02% hits;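 active = phage lysis inhibition, versus mean bacterial control, above a set limit; inconclusive = no clear call, values can overlap the other calls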;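 note: capsule biogenesis inhibitors block K1F phage lysis so surviving cells raise fluorescence; higher fluorescence means more inhibition of phage lysis; actives were called in the ten point dose series up to 300 µM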
Hep lipid drop: modulators of hepatic lipid droplet formation. inhibition, % at 6.5 µM. 240,000 compounds, 0.4% hits. AML12 mouse hepatocytes, oleate lipid droplets, BODIPY imaging;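 active = lipid droplet intensity inhibited by at least 50%, with more than 500 cells counted; inconclusive = wells with under 300 cells, treated as cytotoxic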
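Test system: AML12 hepatocytes (mouse); reagent: oleate loading, 100 µM; dosing: one dose, 6.5 µM compound; incubation: overnight exposure; signal: fluorescence imaging, 20x objective, two fields per well; read-out basis: % inhibition of corrected integrated BODIPY droplet signal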
CSM14.1 death rescue: rescue of cells from ER stress-induced death, primary screen, 384-well, CSM14.1, thapsigargin, ATP luminescence (AID 1222); CSM14.1 thapsigargin-induced death rescue, ATP luminescence; higher % means a stronger effect; cellular ATP content (survival), % at 20 µM, or EC50 in µM where a hit was titrated; 190,000 tested, under 10 active;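 active = EC50 below 50 µM in the dose-response confirmation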;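 note: death triggered by thapsigargin at about 15 µM added after 2 h compound pretreatment; cell ATP read after overnight thapsigargin exposure of roughly 18 to 22 hours; normalized against plate controls of thapsigargin alone and 5% DMSO vehicle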
TNAP activation fold: human TNAP enzyme activators, primary screen, biochemical, luminescent, no phosphate acceptor, uHTS (AID 1001). 200,000 compounds, 0.03% hits. activation fold at 20 µM, or EC50 in µM where a hit was titrated. purified TNAP, luminescent activation assay, no phosphate acceptor; higher activation fold means a stronger effect; in the data active = activation fold from about 3, or a potency from the dose series; inactive = the rest, 99 in 100 with activation fold below about 1.6; note: many of its hits are not listed in these tables
human PMI inhibition: inhibitors of human PMI, primary screen, biochemical, fluorescence intensity, coupled assay (AID 1209); purified PMI enzyme, coupled fluorescence intensity; higher % means a stronger effect; inhibition, % at 20 µM; hits with a dose series show IC50 in µM; 190,000 compounds, 0.42% hits;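 note: plate controls were DMSO vehicle for no effect and wells lacking substrate for full effect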
WT yeast gro inh: growth inhibition of WT yeast, mitochondrial fusion screen | 190,000 compounds, 2.1% hits | mitochondrial fusion phenotypic screen, WT strain | inhibition, % at 10 µM | AID 1362; in the data active = inhibition above about 58%; tested in S. cerevisiae
M1AAP inhibition: malaria alanyl aminopeptidase activity blockers – biochemical, fluorogenic H-Leu-NHMec substrate, 1536-well (AID 1445) | inhibition, % at 30 µM; hits with a dose series show IC50 in µM | recombinant M1AAP, H-Leu-NHMec fluorogenic kinetic assay; higher % means a stronger effect | 220,000 compounds, 0.42% hits;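 active = primary inhibition above the hit cutoff, then over 50% inhibition at one or more dose response concentrations, cut at about 23% in these data, passing the limit was not always enough; inconclusive = conflicting primary data, or primary hits not chosen for dose response; inactive = low primary inhibition, or under 50% at every dose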;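 note: plate controls were DMSO full reaction for no effect and no enzyme background for full effect; strong numbers were not always called active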
WT yeast gro inh mutant strain: recorded beside WT yeast gro inh, whose call it bears; inhibition, %; mitochondrial fusion phenotypic screen, mutant strain inhibition
Hep lipid drop cells 6.5 µM: also measured in Hep lipid drop; calls as there; cell count; measured here: cell count, cytotoxicity flag;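 cells counted across two imaged fields per well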
Myeloid diff 2 GFP+ MAC1+ %: further read-out of Myeloid diff 2, marked with its call; GFP+ MAC1+ double positive, %; measured here: differentiation confirmed by MAC1 staining
Starred values were filed as active, the others as inactive; i = inactive; ? = inconclusive; / = not tested or not shown; & = joins results of further samples; [ ] = remark or other dose. Cut-off read from the data, not from the text of the source, unless noted: active = inhibition above about 50%; inactive = the rest.

SMILES	Myeloid diff 2	Myeloid diff 2 GFP+ MAC1+ %	human PMI inhibitors	K1F lysis inhibition	Hep lipid drop	Hep lipid drop cells 6.5 µM	CSM14.1 death rescue	TNAP activation fold	human PMI inhibition	WT yeast gro inh	WT yeast gro inh mutant strain	M1AAP inhibition
C/C(=N\OC(=O)c1cccc(C(F)(F)F)c1)c1sc(-c2ccccc2)nc1C	i	1.0	18%	4.9%	5	600	-2.9%	1	22%	6	3	1%
CC(C)(C)c1n[nH]c(=S)n(/N=C/c2cccs2)c1=O	i	0.2	10%	-1.2%	10	656	12%	1.1	8%	14	12	1%
Cc1ccc2c(Cl)cc(Cl)c(OCC(=O)Nc3cc(S(=O)(=O)N(C)C)ccc3C)c2n1	i	0.8	14%	0.0%	-3	658	5.8%	1.1	18%	32	-1	10%
COc1ccc(NC(=S)N(CCCN2CCOCC2)Cc2ccco2)cc1	i	0.5	-5%	0.1%	-3	702	-0.9%	1	-4%	5	17	-2%
N#Cc1nc(-c2cccs2)oc1NCC1CCCO1 (stereo unspecified)	i	0.9	0%	0.0%	-5	680	/	1.2	8%	5	-5	15%
Cc1cc(/C=C(\C#N)C(=O)NCc2ccco2)c(C)n1-c1ccc(C(=O)O)cc1	i	0.5	/	-2.9%	-3	697	-0.4%	1.1	/	-7	10	7%
Cc1ccc(SC[C@H](c2ccccc2)N2CCN(CC(C)C)CCC2=O)cc1	i	1.4	/	0.5%	1	657	/	/	/	/	/	-3%
O=C(CN1C(=O)c2cccc3cccc1c23)Nc1ccc(S(=O)(=O)N2CCOCC2)cc1	i	1.0	31%	0.4%[50 µM]	-11	749	-2.9%	1	16%	-4	-10	0%
COc1ccc(N(C)S(=O)(=O)c2ccc(Cl)c(C(=O)NCCc3ccc(Cl)cc3)c2)cc1	i	0.6	16%	-0.3%	/	/	-0.9%	1.1	17%	33	6	14%
NC(=O)NC(=O)Nc1ccccc1Cl	i	0.9	6%	0.0%	/	/	-1.2%	1.1	9%	8	18	6%
CC1(C)CC(=O)C(C#N)=C(NCCCO)C1	i	4.4	1%	0.6%	-49	508	/	1.1	3%	0	-3	5%
Cc1cc(C)cc(N2Cc3ccccc3C2)c1	i	2.7	-82%	4.0%	/	/	-1.0%	1.1	-56%	-3	0	19%
O=C(c1ccco1)N1CCN(C2CC(=O)N(c3ccc4c(c3)OCO4)C2=O)CC1 (stereo unspecified)	i	0.5	-2%	0.0%	8	730	-2.4%	1	0%	13	20	-3%
Cc1ccc(C(=O)N/C(=C/c2ccc(-c3cccc([N+](=O)[O-])c3)o2)C(=O)NCCCN(C)C)cc1	i	0.3	3%	0.8%	-3	689	0.5%	1	5%	8	2	3%
O=C(CSc1nc(O)cc(=O)n1C1CCCC1)Nc1cccc(Cl)c1Cl	i	1.3	6%	-0.1%	-30	644	0.1%	1.1	11%	-25	2	7%
CC(NC(=O)CCc1nnc(-c2ccc(-c3ccccc3)cc2)o1)c1nc2ccccc2[nH]1 (stereo unspecified)	i	0.3	35%	0.2%	-2	653	3.5%	1.1	19%	-20	-15	3%
O=C(CCc1c[nH]c2ccccc12)N1CCN(c2ccc(O)cc2)CC1	i	0.3	49%	0.2%	-19	586	0.3%	1	22%	23	13	-3%
COc1ccc(OC)c(CN2CCN(S(=O)(=O)c3ccc(NC(C)=O)cc3)CC2)c1	i	0.0	-8%	-0.9%	2	656	-0.9%	1	-3%	8	3	-3%
CCOC(=O)CSc1nnc(-c2ccco2)n1C	i	0.8	-6%	3.5%	-4	662	-2.4%	1.1	-4%	3	-5	2%
O=C(O)C1CC=CCC1C(=O)NCCc1ccccc1 (stereo unspecified)	i	0.9	1%	0.2%	-1	761	0.3%	1.1	0%	-4	14	0%
Cc1cccc(C(=O)NCCN2CCCC2)c1	i	0.7	-5%	0.1%	-3	790	-1.2%	1.1	4%	-17	-8	-5%
O=C(COc1ccc2c(c1)C(=O)CC1(CCCCC1)O2)NCc1ccccc1	i	0.6	4%	-0.7%	/	/	0.4%	1.2	0%	-33	-34	1%
Cc1cc(C)cc(Cn2ncc(Cl)c(Cl)c2=O)c1	/	/	2%	/	-2	687	-1.9%	1.2	-2%	23	6	9%
FC(F)(F)c1cc(-c2ccco2)nc(NCc2ccccc2)n1	i	0.3	2%	-0.4%	/	/	-1.3%	0.9	10%	41	5	6%
Cc1ccc(C2=Nc3ccccc3N=C(c3ccco3)C2)c(O)c1	i	0.5	24%	-0.1%	/	/	-0.6%	1	-1%	15	0	3%
COc1ccc(S(=O)(=O)N(CC(=O)N/N=C/c2ccccc2C(=O)O)c2ccccc2OC)cc1	i	0.3	/	0.3%	-4	761	/	/	/	/	/	0%
COc1cc(C2CC(=O)NC(SCC(=O)Nc3ccccc3C)=C2C#N)ccc1O (stereo unspecified)	i	0.6	35%	0.1%	/	/	-0.9%	1.1	17%	-21	-11	15%
Cc1ccc2sc(NC(=O)CSc3nc(C)cc(C)c3C#N)nc2c1	i	6.2	13%	1.0%	/	/	1.3%	1	8%	1	-5	15%
O=C(Nc1cccc(NC(=O)c2cccs2)c1)c1ccco1	i	0.6	0%	1.2%	9	741	-2.3%	1.1	4%	-12	-24	15%
CCn1c(SCC(=O)Nc2ccc(NC(=O)c3ccco3)c(OC)c2)nc2ccccc2c1=O	i	14	13%	-1.2%	/	/	-1.8%	1	9%	-10	-25	7%
COC(=O)C1=C(C(=O)OC)[C@@H]2N(C)c3ccccc3[C@@]23C[C@@H](C(=O)OC)N=C3N1	i	1.5	/	1.2%	20	652	/	/	/	/	/	2%
Nc1ccc(S(=O)(=O)O)cn1	i	0.3&0.1&0.2	-6%	0.2%&0.1%&-0.5%	-5&-9&3	747&607&690	-0.2%	1	-11%	-13	8	2%&0%&9%
O=C(CCCN1C(=O)c2ccccc2C1=O)NCc1cccnc1	i	0.6	-3%	0.9%	0	760	0.0%	1	-1%	2	-5	7%
Cc1c(C(=O)OCc2nc3scc(-c4ccccc4)c3c(=O)[nH]2)cccc1[N+](=O)[O-]	i	0.4	-3%	2.2%[50 µM]	-17	670	-2.7%	1	2%	12	-12	4%
CCOC(=O)c1c(C)n(-c2ccccc2)c2ccc(O)cc12	i	0.0	/	-2.2%	-3	704	-1.3%	1.1	/	5	-12	6%
COc1cccc(/C=N/Nc2snc(SC)c2C#N)c1	i	2.2	-75%	-0.1%	/	/	-2.1%	1.1	-30%	7	4	9%
COc1ccc(CCN(C)CCC(=O)Nc2cccc(C)c2)cc1OC	i	0.4	/	1.0%	-11	639	/	/	/	/	/	3%
CCN(CC)C(=O)C1CCN(Cc2cn(C)nc2-c2ccc(Oc3ccccc3)cc2)CC1	i	0.1	6%	i	0	768	0.0%	1.1	2%	-8	-17	4%
Cc1ccc(Nc2cc(C)nn2-c2nc(C)cc(C)n2)cc1	i	1.1	-6%	i	/	/	-1.3%	1.1	2%	75*	68*	-5%
O=C(Nc1ccc(Cl)cn1)c1ccc(-c2cc(Cl)ccc2Cl)o1	i	0.4	-3%	1.3%[50 µM]	/	/	-2.4%	1.1	-3%	-14	14	-3%
Cn1c(SCC(=O)N2CCCCC2)nc2cccnc21	i	1.5	-4%	2.2%	/	/	1.2%	1.1	-5%	8	16	4%
COCCNC(=O)C(c1ccc(C)o1)N(CCOC)C(=O)Cn1nnc2ccccc21 (stereo unspecified)	i	0.7	8%	0.1%	3	678	0.8%	1.1	12%	18	4	-4%
O=c1[nH]c(=S)[nH]cc1Oc1ccc(Cl)cc1Cl	i	0.4	/	-0.2%	0	842	/	/	/	/	/	?
CCCc1cc(-c2n[nH]c(=S)n2Cc2ccccc2)cs1	i	5.8	17%	-1.0%	-14	805	-1.1%	0.6	20%	66*	36*	-10%
Cc1nc(SCC(=O)c2cc3ccccc3oc2=O)c(C#N)c(C)c1C(=O)Nc1ccccc1	/	/	-36%	/	/	/	4.4%	1	-11%	15	11	9%
CN(CC(=O)O)S(=O)(=O)c1ccc2[nH]c(=O)c(=O)[nH]c2c1	i	0.8	/	1.2%[50 µM]	-2	664	/	/	/	/	/	2%

By substructure: the compounds so far containing a cyano group (7)
SMILES	Myeloid diff 2	Myeloid diff 2 GFP+ MAC1+ %	human PMI inhibitors	K1F lysis inhibition	Hep lipid drop	Hep lipid drop cells 6.5 µM	CSM14.1 death rescue	TNAP activation fold	human PMI inhibition	WT yeast gro inh	WT yeast gro inh mutant strain	M1AAP inhibition
N#Cc1nc(-c2cccs2)oc1NCC1CCCO1 (stereo unspecified)	i	0.9	0%	0.0%	-5	680	/	1.2	8%	5	-5	15%
Cc1cc(/C=C(\C#N)C(=O)NCc2ccco2)c(C)n1-c1ccc(C(=O)O)cc1	i	0.5	/	-2.9%	-3	697	-0.4%	1.1	/	-7	10	7%
CC1(C)CC(=O)C(C#N)=C(NCCCO)C1	i	4.4	1%	0.6%	-49	508	/	1.1	3%	0	-3	5%
COc1cc(C2CC(=O)NC(SCC(=O)Nc3ccccc3C)=C2C#N)ccc1O (stereo unspecified)	i	0.6	35%	0.1%	/	/	-0.9%	1.1	17%	-21	-11	15%
Cc1ccc2sc(NC(=O)CSc3nc(C)cc(C)c3C#N)nc2c1	i	6.2	13%	1.0%	/	/	1.3%	1	8%	1	-5	15%
COc1cccc(/C=N/Nc2snc(SC)c2C#N)c1	i	2.2	-75%	-0.1%	/	/	-2.1%	1.1	-30%	7	4	9%
Cc1nc(SCC(=O)c2cc3ccccc3oc2=O)c(C#N)c(C)c1C(=O)Nc1ccccc1	/	/	-36%	/	/	/	4.4%	1	-11%	15	11	9%

Bioassay records from PubChem.
